ERAP1 HTS inh: ERAP1 (human) enzyme inhibition | recombinant ERAP1, Leu-AMC fluorescence, 60 min | inhibition, % at 10.7 µM | Q9NZ08 | AID 652197 | 340,000 compounds, 0.15% hits;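 active means mean replicate inhibition of at least 30%, or all replicates individually reaching that 30% level; inactive means mean below 30% and not every replicate reaching it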;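 further: 0% = neutral control wells and 100% = L-leucinethiol positive control wells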
Target sequence (Q9NZ08 whole entry, looked up): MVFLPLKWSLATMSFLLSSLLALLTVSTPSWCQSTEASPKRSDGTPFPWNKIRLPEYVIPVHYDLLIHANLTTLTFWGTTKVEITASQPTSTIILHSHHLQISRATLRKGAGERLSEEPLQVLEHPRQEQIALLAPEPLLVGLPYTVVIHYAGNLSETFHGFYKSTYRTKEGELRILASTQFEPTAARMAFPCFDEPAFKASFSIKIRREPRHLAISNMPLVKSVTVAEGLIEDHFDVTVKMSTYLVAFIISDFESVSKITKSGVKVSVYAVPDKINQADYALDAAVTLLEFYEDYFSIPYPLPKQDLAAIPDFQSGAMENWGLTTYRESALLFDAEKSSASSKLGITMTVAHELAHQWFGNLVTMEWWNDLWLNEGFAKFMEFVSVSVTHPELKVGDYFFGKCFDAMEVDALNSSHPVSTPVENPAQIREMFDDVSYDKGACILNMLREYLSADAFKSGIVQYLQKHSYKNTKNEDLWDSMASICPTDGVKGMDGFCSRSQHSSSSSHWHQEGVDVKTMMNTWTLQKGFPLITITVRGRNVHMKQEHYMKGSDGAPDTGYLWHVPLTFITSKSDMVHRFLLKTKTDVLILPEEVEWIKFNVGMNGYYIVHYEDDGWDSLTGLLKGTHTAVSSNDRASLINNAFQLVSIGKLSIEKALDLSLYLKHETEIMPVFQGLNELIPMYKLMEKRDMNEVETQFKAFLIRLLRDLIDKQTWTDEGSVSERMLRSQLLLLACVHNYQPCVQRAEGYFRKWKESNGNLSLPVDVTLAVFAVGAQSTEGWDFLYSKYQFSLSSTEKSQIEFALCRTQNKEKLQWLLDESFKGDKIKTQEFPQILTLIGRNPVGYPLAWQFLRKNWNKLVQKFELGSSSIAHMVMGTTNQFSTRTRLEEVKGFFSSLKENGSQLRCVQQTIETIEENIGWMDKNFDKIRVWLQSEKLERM
ARNT-TACC3 inh: disrupts binding between human ARNT and TACC3 | inhibition, % at 9.99 µM | 390,000 compounds, 0.66% hits | AlphaScreen His-ARNT PAS-B/GST-TACC3 binding, luminescence; TACC3 fragment carries E629A point mutation | AID 623870 | Q9Y6A5;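 active means mean inhibition of replicates at least 50% and at least half of replicates each reaching 50%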;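 further: 0% = complete ARNT plus TACC3 wells and 100% = ARNT alone without TACC3; many hits fall short of the cut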
Xi reactivation: activators of X-chromosome reactivation in mouse fibroblasts. XiGFP mouse fibroblasts, % GFP-positive cells imaging, 3 d; cells co-treated with 5-aza-dC sensitizer; scaled so ellipticine positive control = 100%. AID 743238. 360,000 compounds, 0.055% hits. activation, % at 7.58 µM;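 active means mean normalized replicate activation at least 10% and every replicate at or above 10%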;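 further: 0% = median of on-plate neutral control wells and 100% = ellipticine 6 µM median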
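System: SV40-immortalized XiGFP fibroblast cells, line 68-5-11 / Incubation: 3-day compound exposure, then 15 min fixation at room temperature / Compound: single concentration per compound, delivered by pin transfer / Buffer or medium: DMEM plus 5-aza-dC sensitizer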
RAD52 inh: RAD52 (human) annealing inhibition; AID 651710; 360,000 compounds, 0.46% hits; inhibition, % at 18.7 µM; recombinant RAD52 DNA annealing, FRET fluorescence; P43351;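 active means every replicate showing at least 50% inhibition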
esBAF inh: SWI/SNF esBAF complex inhibition. 350,000 compounds, 2% hits. mouse ES cells, Bmi1-luciferase knock-in reporter, 24 h; 100% = twice the neutral-well signal. reporter increase, % at 12.5 µM; in the data active means activation above about 40%;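 further: 0% = median of the plate's neutral control wells and 100% = double that signal; a rise in the Bmi1 reporter signal indicates esBAF inhibition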
CFTR F508del cor: correctors of CFTR F508del function in bronchial epithelial cells; CFBE cells, YFP halide quenching; stimulated with forskolin plus potentiator P3; % fluorescence drop versus neutral controls; activity (quench increase), % at 7.58 µM; 350,000 compounds, 0.36% hits; AID 720511;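 active means mean added fluorescence quench of at least 8% versus neutral control, with both replicates also reaching 8%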;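 further: cells transiently co-express mutant CFTR-F508del with the halide-sensitive YFP; corrector assay measuring rescue of mutant channel to the surface after 24 h compound exposure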
INS-1E GSIS act: primary screen for activators of insulin secretion dependent on glucose, INS-1E cells, GLuc reporter luminescence. INS-1E GLuc reporter insulin secretion, 2-3 h. activation, % at 16.6 µM. 370,000 compounds, 0.61% hits. AID 743287;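 active means lowest replicate activation of at least 40%, so every replicate reaches that level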;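 further: 0% = median of neutral control wells and 100% = median of IBMX positive control wells; some compounds called inactive have numbers as strong as hits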
RAD54 branch: RAD54 (human) branch migration inhibition; RAD54 Holliday junction branch migration, FAM/BHQ fluorescence; inhibition, % at 10.4 µM; 360,000 compounds, 0.14% hits; Q92698;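 active means mean normalized replicate activity at least 40 and at least half of replicates scoring 40 or more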;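 further: 0% = median of neutral control wells and 100% = median of positive control wells; inhibitors cause a drop in the FAM fluorescence signal; in these data hits start at about 50%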
* marks the source's active call; other numbers are inactive results; nt = not tested or not shown.

1. CC1CCc2nc3ccc(S(=O)(=O)N4CCC(C(=O)NC(C)c5ccccc5)CC4)cc3c(C(=O)O)c2C1 (stereo unspecified)
2. CN(/N=C/c1ccccc1O)C(=S)c1ccccc1
3. CN(C)C(=S)SCC(=O)Nc1cccc(C(F)(F)F)c1
4. CCC12CC3CC(C1)CC(C(=O)NNC(N)=O)(C3)C2
5. Cc1cccnc1N(C(=O)Nc1cccc(Cl)c1)C1=NCC(C)(C)S1
6. COc1ccc(C2C3=C(CCCC3=O)N(CC(=O)O)C3=C2C(=O)CCC3)cc1
7. COc1ccc(-c2cc3ccccc3c(=O)o2)cc1
8. COc1ccc(N2C(=O)CC(NNc3ncc(Cl)cc3Cl)C2=O)cc1 (stereo unspecified)
screen / no.	1	2	3	4	5	6	7	8
ERAP1 HTS inh	3	-1	-2	nt	3	6	1	5
ARNT-TACC3 inh	5	23	0	-8	0	-4	nt	68*
Xi reactivation	0.0	0.0	0.0	0.1	-0.1	0.0	-0.1	-0.2
RAD52 inh	-22	0	-17	-6	-2	-28	-11	-20
esBAF inh	2	23	nt	1	nt	-5	nt	nt
CFTR F508del cor	-0.8	1.3	-3.4	0.5	nt	-1.8	-3.9	3.8
INS-1E GSIS act	6	2	-26	14	-9	4	2	-2
RAD54 branch	-6	2	-13	0	nt	-3	nt	nt

Rewritten in markdown: entries from further up
| cpd | canonical_smiles | ERAP1 HTS inh | ARNT-TACC3 inh | Xi reactivation | RAD52 inh | esBAF inh | CFTR F508del cor | INS-1E GSIS act | RAD54 branch |
| --- | --- | --- | --- | --- | --- | --- | --- | --- | --- |
| 4 | CCC12CC3CC(C1)CC(C(=O)NNC(N)=O)(C3)C2 | nt | -8 | 0.1 | -6 | 1 | 0.5 | 14 | 0 |
| 3 | CN(C)C(=S)SCC(=O)Nc1cccc(C(F)(F)F)c1 | -2 | 0 | 0.0 | -17 | nt | -3.4 | -26 | -13 |

Next structures:
9. Oc1ccc(C=NCCc2ccccc2)cc1
10. COc1ccccc1NC(=O)c1ccc(C)c(S(=O)(=O)N2CCCCC2)c1
11. FC(F)(F)c1cccnc1Oc1ccc(C2=NCCS2)cc1
12. O=C(CSc1nnc(CNC(=O)c2cccc(C(F)(F)F)c2)o1)NCC1CCCO1 (stereo unspecified)
13. O=C(N/N=C/c1cn[nH]c1-c1ccc(Cl)cc1)c1ccc([N+](=O)[O-])cc1
14. Cc1ccccc1NC(=O)COC(=O)c1ccc(S(=O)(=O)N2CCCC2)cc1
15. CC(C)N(C(=S)Nc1cccc(S(=O)(=O)N(C)C)c1)c1ccccc1
16. Cc1nn(-c2ccccc2)c2nc3c(cc12)C(=O)CCC3
screen / no.	9	10	11	12	13	14	15	16
ERAP1 HTS inh	0	0	1	1	6	1	2	4
ARNT-TACC3 inh	1	2	-8	-4	nt	4	32	21
Xi reactivation	-0.1	0.0	0.5	-0.1	0.1	0.1	-0.4	0.6
RAD52 inh	-4	1	-9	-4	-10	-10	-36	-6
esBAF inh	-4	5	nt	-3	nt	1	6	nt
CFTR F508del cor	-0.4	5.1	0.3	1.4	1.1	1.5	-3.5	nt
INS-1E GSIS act	6	-29	nt	11	-13	6	-31	11
RAD54 branch	-6	-4	-1	4	nt	6	2	nt

17. CC(C)CC#Cc1ccc([C@@H]2[C@@H](CO)N3C(=O)CN(C(=O)Nc4cc(F)ccc4F)C[C@@H]23)cc1
18. Cc1cc(C)nc(/N=C(\N)Nc2cccc(OCc3ccccc3)c2)n1
19. Cc1ccc(C(=O)NCC(c2ccco2)N2CCc3ccccc3C2)cc1 (stereo unspecified)
20. CN(C)CCCNC(=O)[C@@H]1[C@@H](CO)[C@@H]2Cn3c(ccc(-c4ccncc4)c3=O)[C@H]1N2C(=O)C1CC1
21. Cc1ccc(S(=O)(=O)NC(=O)NCc2ccccn2)cc1
22. C=C1CCC[C@]2(C)C[C@H]3OC(=O)C(CNCC(C)C)[C@H]3CC12 (stereo partly specified)
23. O=c1ccn(Cc2ccccc2)c(SCc2ccccc2)n1
24. CO[C@@H]1CN(C)C(=O)c2cc(NC(C)=O)ccc2OC[C@@H](C)N(Cc2nccs2)C[C@@H]1C
screen / no.	17	18	19	20	21	22	23	24
ERAP1 HTS inh	3	-4	-2	4	-4	-2	1	5
ARNT-TACC3 inh	nt	8	-2	-7	19	2	-9	-8
Xi reactivation	0.0	0.1	0.0	0.4	nt	0.0	0.2	0.5
RAD52 inh	-2	49	-30	-6	8	-9	3	20
esBAF inh	nt	nt	17	-2	nt	11	nt	-7
CFTR F508del cor	-0.5	-0.5	2.9	2.0	-0.2	-3.1	0.9	-0.6
INS-1E GSIS act	-20	nt	-4	20	15	1	4	-4
RAD54 branch	nt	-1	10	18	nt	3	nt	-3

25. CCOC1=C(C#N)CC2(CC1)c1ccccc1-c1ccccc12
26. Cc1cc(C)n(Cc2ccc(C(=O)N/N=C/c3ccc(-c4ccc([N+](=O)[O-])cc4)o3)o2)n1
27. C=CCOc1ccc(/C=N/NC(=O)CN2CCOCC2)cc1OCC
28. C[C@H]1CN([C@@H](C)CO)C(=O)c2cc(NC(=O)Cc3cn(C)c4ccccc34)ccc2O[C@H]1CN(C)Cc1ccc2c(c1)OCO2
29. COc1ccc(C2C(C#N)=C(N)N(c3ncn[nH]3)C3=C2C(=O)CCC3)cc1 (stereo unspecified)
30. Cc1ccc(S(=O)(=O)N2CCN(Cc3nc4sc(C)c(C)c4c(=O)[nH]3)CC2)cc1
31. COC(=O)C1=C(C)N(C2CCCC2)C(=O)C1(NC(C)=O)C(F)(F)F (stereo unspecified)
32. O=C(c1ccccc1)N1CC[C@@H]2[C@@H](CO)Nc3ccc(C#Cc4ccccc4F)cc3[C@@H]21
screen / no.	25	26	27	28	29	30	31	32
ERAP1 HTS inh	1	1	-4	0	-5	nt	nt	3
ARNT-TACC3 inh	-5	-11	nt	-6	20	9	-7	-10
Xi reactivation	0.2	-0.1	0.1	-0.7	0.0	nt	nt	0.7
RAD52 inh	0	-13	-13	0	-14	nt	nt	2
esBAF inh	-5	5	nt	1	nt	-5	-3	0
CFTR F508del cor	2.4	-2.1	-0.3	2.7	0.5	nt	nt	0.7
INS-1E GSIS act	0	12	-17	-6	14	7	-10	-12
RAD54 branch	-4	-1	2	-2	nt	-8	-6	5

33. C/C(=N/NC(=O)CNC(=O)Cc1ccc(Cl)cc1)c1ccco1
34. CN1C[C@H]2[C@@H](c3ccccc31)[C@H](CO)N2C(=O)C1CCOCC1
35. CO[C@@H]1CN(C)C(=O)c2ccc(NC(=O)Cc3ccccc3)cc2OC[C@@H](C)N(C(=O)c2ccccc2F)C[C@@H]1C
36. Cc1ccccc1NC(=O)C(=O)NCCc1c[nH]c2ccccc12
37. C[C@H]1CN([C@@H](C)CO)C(=O)c2cc(NC(=O)Cc3cn(C)c4ccccc34)ccc2O[C@H]1CN(C)C
38. CCOC(=O)c1c(C)oc2c1c(CN1CCN(C(=O)OCC)CC1)c(O)c1ccccc12
39. COc1ccc(-c2cc(C(=O)NC3CCCC3)c3ccccc3n2)cc1
40. CC(C(=O)O)n1ncc2ccccc2c1=O (stereo unspecified)
screen / no.	33	34	35	36	37	38	39	40
ERAP1 HTS inh	0	0	nt	-2	3	2	0	1
ARNT-TACC3 inh	nt	1	-4	9	nt	-3	-12	-3
Xi reactivation	1.1	0.0	0.2	0.0	0.0	0.0	0.1	-0.1
RAD52 inh	-14	-10	6	-6	9	-7	-9	-10
esBAF inh	nt	5	2	-4	-4	nt	10	nt
CFTR F508del cor	-1.6	-2.8	-0.5	-5.1	-4.0	-1.4	-5.0	-3.7
INS-1E GSIS act	9	12	-7	2	4	-4	8	13
RAD54 branch	5	11	-2	4	15	nt	-8	3

41. Cc1ccc(NC(=O)C2CC(=O)Nc3nc4ccccc4n32)c(C)c1 (stereo unspecified)
42. CCn1ncc([C@@H]2C[C@H]3CN(Cc4cccc(Cl)c4)C(=O)[C@]34CCCN24)c1C
43. c1ccc(CSc2nnc(-c3ccco3)o2)cc1
44. Cc1ccc(S(=O)(=O)N(C)C[C@@H]2OCCCC[C@H](C)Oc3ccc(NS(=O)(=O)c4c(C)noc4C)cc3C(=O)N([C@@H](C)CO)C[C@@H]2C)cc1
45. O=C(CCC(=O)c1cccs1)NNC(=O)c1cccc(Cl)c1
46. CN(C)S(=O)(=O)c1cccc(C(=O)NCCOC(=O)c2cc(F)c(F)cc2Cl)c1
47. Cc1ccc(C)c(NC(=S)NC2CC3CCCC(C2)N3CC(C)C)c1 (stereo unspecified)
48. Fc1ccc(-c2n[nH]c(=S)n2Cc2ccccc2)cc1
screen / no.	41	42	43	44	45	46	47	48
ERAP1 HTS inh	nt	-2	4	-2	-2	2	nt	-1
ARNT-TACC3 inh	-5	4	4	-2	-3	3	0	-12
Xi reactivation	-0.1	0.1	0.0	0.1	0.0	0.3	nt	nt
RAD52 inh	-3	-91	-5	-70	-11	-6	nt	-10
esBAF inh	nt	nt	nt	3	-2	-14	4	-10
CFTR F508del cor	-1.3	1.6	0.4	-3.2	3.5	-1.4	nt	nt
INS-1E GSIS act	2	-7	13	-2	11	-16	-3	16
RAD54 branch	-3	nt	1	-3	3	4	8	1

49. Cc1ccc(S(=O)(=O)Nc2ccc3c(c2)C(=O)N([C@@H](C)CO)C[C@@H](C)[C@H](CN(C)C(=O)Nc2ccccc2)OCCCC[C@@H](C)O3)cc1
50. Fc1ccc(Oc2nc(-c3ccccn3)nc3ccccc23)cc1
51. CCN(CC)S(=O)(=O)c1cccc(NC(=O)COC(=O)c2cc(C)oc2C)c1
52. CCS(=O)(=O)C1=NN2C(=N)/C(=C\c3ccc(OC(=O)c4ccco4)cc3)C(=O)N=C2S1
53. C[C@H](CO)N1C[C@H](C)[C@H](CN(C)CC2CC2)Oc2c(NS(=O)(=O)c3ccc(Cl)cc3)cccc2C1=O
54. Cc1ccccc1NC(=O)N1CCC(C(=O)c2ccc(F)cc2)CC1
screen / no.	49	50	51	52	53	54
ERAP1 HTS inh	2	nt	-1	2	2	3
ARNT-TACC3 inh	4	nt	2	5	-5	-5
Xi reactivation	-0.5	0.0	nt	0.2	0.2	0.3
RAD52 inh	-49	-27	-9	-39	3	-18
esBAF inh	9	nt	1	-1	-1	nt
CFTR F508del cor	2.1	2.7	nt	0.2	3.5	-0.5
INS-1E GSIS act	-4	12	-12	-4	14	7
RAD54 branch	1	-1	0	-6	-1	nt

Structural class, the compounds so far with an aryl methoxy group (6)
6. COc1ccc(C2C3=C(CCCC3=O)N(CC(=O)O)C3=C2C(=O)CCC3)cc1
7. COc1ccc(-c2cc3ccccc3c(=O)o2)cc1
8. COc1ccc(N2C(=O)CC(NNc3ncc(Cl)cc3Cl)C2=O)cc1 (stereo unspecified)
10. COc1ccccc1NC(=O)c1ccc(C)c(S(=O)(=O)N2CCCCC2)c1
29. COc1ccc(C2C(C#N)=C(N)N(c3ncn[nH]3)C3=C2C(=O)CCC3)cc1 (stereo unspecified)
39. COc1ccc(-c2cc(C(=O)NC3CCCC3)c3ccccc3n2)cc1
screen / no.	6	7	8	10	29	39
ERAP1 HTS inh	6	1	5	0	-5	0
ARNT-TACC3 inh	-4	nt	68*	2	20	-12
Xi reactivation	0.0	-0.1	-0.2	0.0	0.0	0.1
RAD52 inh	-28	-11	-20	1	-14	-9
esBAF inh	-5	nt	nt	5	nt	10
CFTR F508del cor	-1.8	-3.9	3.8	5.1	0.5	-5.0
INS-1E GSIS act	4	2	-2	-29	14	8
RAD54 branch	-3	nt	nt	-4	nt	-8
